KCNQ2 inh = KCNQ2 potassium channel inhibitors, primary screen, cell-based, CHO-K1, FluxOR thallium flux, B-score (AID 2156); 310,000 compounds, 1.1% hits; 20 min; active compounds read low; Potassium voltage-gated channel subfamily KQT member 2 (Rattus norvegicus), O88943; B-score at 10 µM;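 active = fluorescence ratio B-score at most minus 3 library SDs, with starting brightness B-score within 2 library SDs, cut at about -5.5 in these data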
Target sequence (O88943 whole entry, looked up): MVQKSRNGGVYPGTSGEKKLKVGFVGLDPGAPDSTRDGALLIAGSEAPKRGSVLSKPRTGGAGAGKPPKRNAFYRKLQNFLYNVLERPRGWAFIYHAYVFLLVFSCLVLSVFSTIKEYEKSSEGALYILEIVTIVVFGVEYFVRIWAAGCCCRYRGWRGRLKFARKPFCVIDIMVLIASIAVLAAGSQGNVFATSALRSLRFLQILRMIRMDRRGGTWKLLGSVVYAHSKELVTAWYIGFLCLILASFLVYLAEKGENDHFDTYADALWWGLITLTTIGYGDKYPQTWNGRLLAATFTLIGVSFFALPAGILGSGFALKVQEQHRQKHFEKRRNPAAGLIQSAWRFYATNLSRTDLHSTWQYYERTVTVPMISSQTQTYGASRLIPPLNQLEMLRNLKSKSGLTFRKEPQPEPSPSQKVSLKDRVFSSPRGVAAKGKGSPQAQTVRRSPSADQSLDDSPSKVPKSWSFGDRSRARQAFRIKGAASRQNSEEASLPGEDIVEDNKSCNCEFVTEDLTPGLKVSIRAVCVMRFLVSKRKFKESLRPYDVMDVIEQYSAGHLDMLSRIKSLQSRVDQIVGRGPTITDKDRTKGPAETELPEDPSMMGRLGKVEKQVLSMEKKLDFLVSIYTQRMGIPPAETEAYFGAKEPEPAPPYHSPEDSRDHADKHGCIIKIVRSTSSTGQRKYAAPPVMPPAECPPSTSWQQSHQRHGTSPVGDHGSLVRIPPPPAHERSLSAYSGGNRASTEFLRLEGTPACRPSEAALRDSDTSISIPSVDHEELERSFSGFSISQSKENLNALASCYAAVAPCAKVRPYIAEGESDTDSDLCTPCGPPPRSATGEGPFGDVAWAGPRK
Kir21 inh = inhibitors of mouse Kir2.1 inward-rectifier potassium channel | Inward rectifier potassium channel 2 (Mus musculus), P35561 | HEK293-Kir2.1, FluxOR thallium flux fluorescence; active compounds read low | B-score at 10 µM | 310,000 compounds, 0.85% hits | AID 1672, 2009;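 active = fluorescence ratio B-score at or below minus 3 SD of library scores, with starting-brightness B-score within 2 SD, cut at about -4.2 in these data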;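 also: channel flux triggered by added potassium and thallium sulfate stimulus; B-score of peak minus minimum fluorescence over baseline after thallium stimulus; more negative B-score means stronger Kir2.1 block with less thallium influx; some compounds called inactive have numbers as strong as hits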
* hit, by the source's call; i = inactive.

No.	Structure	KCNQ2 inh	Kir21 inh
1	CCN(CCCNC(=O)CN(C)S(=O)(=O)c1cccc2nsnc12)c1cccc(C)c1	i	0.04
2	O=C(Nc1ccc(COc2ccccc2)cc1)c1cccc([N+](=O)[O-])c1	i	0.6
3	Cc1ccc(S(=O)(=O)N(Cc2ccccc2)c2ccccn2)cc1[N+](=O)[O-]	i	-1.4
4	CCCc1cc(C(=O)O)c2ccccc2n1	i	1.1
5	COC(=O)C(C)Sc1ccc2nnc(CCNS(=O)(=O)c3ccccc3)n2n1 (stereo unspecified)	i	0.3
6	O=C1c2ccccc2C(=O)N1CCCn1nnc(-c2ccc(N3CCOCC3)cc2)n1	i	0.57
7	O=C(NCc1ccco1)c1noc2c1CCCC2	i	0.07
8	Cc1nn(C(C)C)c(C)c1CN1CCCC(C(=O)c2cccc(OC(C)C)c2)C1 (stereo unspecified)	i	-1.3
9	O=C(CSc1nc(=O)n(Cc2ccccn2)c2c1CCC2)Nc1ccc(F)cc1F	i	1.4
10	CCOc1ccccc1C(=O)NCC(=O)Nc1ncccc1C	i	0.96
11	CC/C(=N\O)c1ccc(OC)c(OC)c1	i	-0.73
12	O=C(N/N=C/C=C\c1ccc([N+](=O)[O-])cc1)c1cccnc1	i	-0.02
13	Clc1ccccc1OCCn1ccnc1	i	-1.4
14	COc1ccc(NC(=O)c2cc(S(=O)(=O)N3CCCCC3)c[nH]2)cc1	i	-0.18
15	COc1ccccc1NC(=O)c1cnc(SCC(=O)NCC2CCCO2)n(C)c1=O (stereo unspecified)	i	-0.26
16	CCCCc1cc(=O)oc2cc(C)cc(OCC(=O)N[C@@H](CSCc3ccccc3)C(=O)O)c12	i	0.02
17	COc1ccccc1C(=O)NC(CCSC)C(=O)NCC(c1cccs1)N(C)C (stereo unspecified)	i	-2.1
18	O=C(CNC(=O)c1cccc(F)c1)N/N=C/c1cc(Br)ccc1OCc1ccccc1	i	0.99
19	CC(=O)N1c2ccc(S(=O)(=O)N3CCCCC3)cc2CC1C(=O)NCc1ccc(N(C)C)cc1 (stereo unspecified)	i	1.6
20	O=C(Nc1ccccc1C(=O)O)c1cccc(NC(=O)c2ccccc2Br)c1	i	-0.07
21	CC1Oc2ccccc2N(Cc2cccc(F)c2)C1=O (stereo unspecified)	i	0.05
22	O=C1C=CC(=O)N1CCNc1ncc(C(F)(F)F)cc1Cl	i	-5.7*
23	CC(C(=O)Nc1ccc(C#N)cc1)N(C)Cc1cccs1 (stereo unspecified)	i	1.1
24	O=C(Cc1ccc(Cl)c(Cl)c1)Nc1ccc(SC(F)F)cc1	i	-0.77
25	CCOc1ccccc1N(C)C(=O)c1cn(C)c(=O)c2ccccc12	i	-0.02
26	Cn1c(CNC(=O)c2ccco2)nnc1SCC(=O)c1ccc(Br)cc1	i	0.6
27	Cc1ccc(C(=O)OCC(=O)N2CCCC2)cc1	i	-0.28
28	CCOC(=O)Cc1nc2cc(Cl)ccc2o1	i	0.04
29	CC(C)n1cc(C(=O)NC2CC(C)(C)Cc3c2cnn3-c2ccccc2)cn1 (stereo unspecified)	i	-0.59
30	CN(C(=O)CN1CCC(NC(=O)C2CCCCC2)CC1)C1CCCCC1	i	-1.2
31	COc1cccc(NC(=O)CN(C)C(=O)Cn2[nH]c(=O)c3ccccc3c2=O)c1	i	0.55
32	Cc1ccc(CNC(=O)CNS(=O)(=O)c2ccc3nc(C)sc3c2)cc1	i	-0.06
33	O=C(O)CCCn1cc(NC(=O)COc2ccc(F)cc2F)cn1	i	1.2
34	CCc1ccc(NC(=O)c2ccc3nc(N)sc3c2)cc1	i	-1.2
35	COc1cc(S(=O)(=O)N2CCCCCC2)ccc1-n1cnnn1	i	-1.7
36	Cc1cccc(OCC(=O)NN2C(=O)C3C4C=CC(O4)C3C2=O)c1 (stereo unspecified)	i	0.2
37	CCOc1ccc(-n2c(SCC(N)=O)nc3c([nH]c4ccccc43)c2=O)cc1	i	0.72
38	CC(NC(=O)COC(=O)c1cccs1)c1ccccc1 (stereo unspecified)	i	1.1
39	CCNC(=S)N/N=C(\C)c1ccc2ccccc2c1OC(F)F	i	-0.33
40	O=C(N/C(=C/c1ccc(Br)cc1)C(=O)N1CCCC1)c1ccccc1F	i	0.64

Reformatted with the structure last: entries from further up.
no. | KCNQ2 inh | Kir21 inh | Compound
35 | i | -1.7 | COc1cc(S(=O)(=O)N2CCCCCC2)ccc1-n1cnnn1
36 | i | 0.2 | Cc1cccc(OCC(=O)NN2C(=O)C3C4C=CC(O4)C3C2=O)c1 (stereo unspecified)

(more compounds)
No.	Structure	KCNQ2 inh	Kir21 inh
41	CCC(C)[C@H]1CN=C(N)N1CCc1cc(C(F)(F)F)cc(C(F)(F)F)c1 (stereo partly specified)	i	-0.73
42	Cc1noc(C)c1COc1cccc(C(=O)OCC(=O)NCCN2C(=O)CSC2=O)c1	i	-0.35
43	CCCOP(=O)(c1ccc(N(C)C)cc1)C(O)c1ccc(Br)cc1 (stereo unspecified)	i	-1.4
44	CC(=O)Nc1ccc(S(=O)(=O)NC(CC(=O)NCCc2ccccc2)C(C)C)cc1 (stereo unspecified)	i	0.53
45	CSc1ccc(CN(C)CC(=O)NC(C)c2ccccc2)cc1 (stereo unspecified)	i	-1.1
46	CN(CCc1cnn(C)c1)Cc1cn(C)nc1-c1ccc2c(c1)OCCO2	i	-1.4
47	COc1ccc(Cl)cc1NC(=O)CSc1nc(C)cc(C)n1	i	-0.81
48	O=C(Cn1c(=O)oc2cc(S(=O)(=O)N3CCCC3)ccc21)N1CCN(c2ccccn2)CC1	i	0.05
49	Cc1ccc(-c2cc(C(=O)N3CCOCC3)no2)cc1	i	-0.69
50	O=C(NCCCl)Nc1ccccc1OCCOc1ccccc1NC(=O)NCCCl	i	1.1
51	COC(=O)c1ccc(Cc2ccccc2)o1	i	0.26
52	COc1ccc2[nH]c(C(=O)O)c(CCC(=O)O)c2c1	i	-0.56
53	CC(C)(C)c1ccc(-c2nnc(N)o2)cc1	i	-0.2
54	N#Cc1c(-c2cccnc2)c2c([nH]c1=O)-c1ccccc1OC2	i	0
55	CC1(C)CC2(C)Nc3ccccc3N2C(=S)N1 (stereo unspecified)	i	-0.25
56	O=C(/C=C/c1cccc(F)c1)N1CCN(c2ccccn2)CC1	i	-0.35
57	COc1cccc(N2CCN(C(=O)C3CCC(=O)N(C4CCCCCC4)C3)CC2)c1 (stereo unspecified)	i	1.2
58	C=CCN(C(=O)COc1ccccc1)c1nnc(-c2ccncc2)s1	i	-0.35
59	Cc1ccc(C)c(S(=O)(=O)N2CCCOC2CNC(=O)C(=O)NCc2ccccn2)c1 (stereo unspecified)	i	-1.9
60	CCn1c(NCc2ccco2)nc2c1c(=O)n(C)c(=O)n2C	i	-1.2

The last two compounds of the section above open the next one:
No.	Structure	KCNQ2 inh	Kir21 inh
59	Cc1ccc(C)c(S(=O)(=O)N2CCCOC2CNC(=O)C(=O)NCc2ccccn2)c1 (stereo unspecified)	i	-1.9
60	CCn1c(NCc2ccco2)nc2c1c(=O)n(C)c(=O)n2C	i	-1.2
61	C/C(CC(=O)Nc1ccc(N(C)C)cc1)=N\NC(=O)Cc1csc(N)n1	i	-0.11
62	CC(C)CCSc1ncnc2c1oc1nc3c(cc12)COC(C)(C)C3	i	-0.33
63	Cc1cc(C)c2c(NC(=O)CCl)nn(C)c2n1	i	0.59
64	c1ccc2c(-c3cn4ccccc4n3)c[nH]c2c1	i	0.05
65	Cc1cc(NC(=O)COc2cccc(C)c2C)no1	i	2.3
66	COc1ccccc1NC(=O)COc1ccccc1C(=O)Nc1ccccc1	i	0.38
67	Nc1ncnc2c1C1(CCCCC1)Cc1ccccc1-2	i	-0.31
68	C=CCC(C#Cc1ccccc1)[N+](C)(C)CC=C (stereo unspecified)	i	0.85
69	OCCCn1c(C2CCCN2c2nc(-c3ccc(F)cc3)cs2)nc2cc(Cl)c(Cl)cc21 (stereo unspecified)	i	1.3
70	Cc1cc(=O)oc2cc(OCC(O)CN3CCN(c4ccc(F)cc4)CC3)ccc12 (stereo unspecified)	i	0.42
71	COc1ccc(OC)c(NC(=O)c2sc3ncnc(N4CCN(c5ccccn5)CC4)c3c2C)c1	i	1.8
72	CCCCNC(=O)C1CCC(CNc2c(N3CCC(C)CC3)c(=O)c2=O)CC1 (stereo unspecified)	i	-0.02
73	Cc1noc(C(F)(F)F)c1C(=O)NNC(=O)c1cccc(C(F)(F)F)c1	i	2.3
74	CC(=O)Cn1cnc2sc(-c3ccccc3)cc2c1=O	i	-0.29
75	O=C1[C@H](CC[C@H](O)c2ccc(F)cc2)[C@@H](c2ccc(O)cc2)N1c1ccc(F)cc1	i	-0.67
76	CC1(C)CC(NCc2ccncc2)CC(C)(C)N1	i	0.85
77	CCOC(=O)c1cnn2c(C(F)(F)F)cc(-c3ccco3)nc12	i	-0.96
78	O=C(c1ccc(Cl)cc1)c1ccc(OCC(=O)N2CCOCC2)cc1	i	-0.69
79	COCCNC(=S)c1ccc(Br)cc1	i	-0.53
80	CC1CCN(c2oc(Cc3cccc4ccccc34)nc2C#N)CC1	-5.9*	-0.01
81	Clc1cc(CSc2ccccc2)nc(-c2ccccc2)n1	i	-0.15
82	Cc1cccc(N(Cc2ccccc2)C(=O)c2ccc(F)c(S(=O)(=O)N3CCOCC3)c2)c1	i	0.54
83	O=S(=O)(Nc1ccc(N2CCOCC2)cc1)c1c(F)cc(F)cc1Br	i	1.5
84	COc1ccc(CN2CCN(CCSc3ccc(C)cc3)CC2)c(OC)c1OC	i	0.33
85	CC#CC(=O)N1CCC(C(=O)Nc2ccc(Oc3ccccc3)nc2)CC1	i	-0.47
86	CC(C)(C)c1ccc(/C=N/N2C(=O)CSC2=S)cc1	i	-0.31
87	Cc1ccc(C(C(=O)Nc2ccc3c(c2)OCO3)N(C)C(=O)/C=C\c2ccc3c(c2)OCO3)cc1 (stereo unspecified)	i	1.1
88	O=C(Nc1cccc(C(F)(F)F)c1)c1cc2c(=O)c3ccccc3oc2nc1C(F)(F)F	i	0.67
89	CCNS(=O)(=O)c1ccc(CCC(=O)NCc2ccc(C)cc2)cc1	i	-0.2
90	COc1ccc(CCNC(=O)c2cc(S(=O)(=O)N(C)c3ccccc3)ccc2Cl)cc1	i	1.6

Filtered by structure, the entries above with two or more sulfur atoms (5)
No.	Structure	KCNQ2 inh	Kir21 inh
1	CCN(CCCNC(=O)CN(C)S(=O)(=O)c1cccc2nsnc12)c1cccc(C)c1	i	0.04
5	COC(=O)C(C)Sc1ccc2nnc(CCNS(=O)(=O)c3ccccc3)n2n1 (stereo unspecified)	i	0.3
17	COc1ccccc1C(=O)NC(CCSC)C(=O)NCC(c1cccs1)N(C)C (stereo unspecified)	i	-2.1
32	Cc1ccc(CNC(=O)CNS(=O)(=O)c2ccc3nc(C)sc3c2)cc1	i	-0.06
86	CC(C)(C)c1ccc(/C=N/N2C(=O)CSC2=S)cc1	i	-0.31

Other entries
No.	Structure	KCNQ2 inh	Kir21 inh
91	COc1ccccc1N1CCN(Cc2cc3c(cc2O)OCO3)CC1	i	0
92	Cc1ccc(C)c2[nH]c(=O)c(C(c3nnnn3Cc3ccccc3)N3CCc4ccccc4C3)cc12 (stereo unspecified)	i	-2
93	Cc1cc(C=O)c(C)n1-c1ccc(N2CCOCC2)cc1	i	0
94	CN1C(=S)N(c2cccnc2)C(=O)/C1=C\c1ccc(C(C)(C)C)cc1	i	1.4
95	Cc1ccc2c(Cl)c(C(=O)Nc3cc(C)on3)sc2c1	i	-1.3
96	Cc1nc(NC(=O)c2ccco2)sc1-c1csc(Nc2ccc(Cl)cc2Cl)n1	i	0.54
97	O=C(NNc1ccccc1)/C(=C\c1cccnc1)NC(=O)c1ccccc1	i	0.13
98	CN(C1=NC(=O)C(CC(=O)O)S1)c1ccc(O)cc1 (stereo unspecified)	i	0.89
99	O=C1C(Cl)=C(NCC2CCCO2)C(=O)N1C1CCCCC1 (stereo unspecified)	i	-0.01
100	O=C(Nc1nccc(-c2cccs2)n1)c1ccccc1Cl	i	-0.54
101	CCOc1ccc(C(C)=O)cc1CSc1nc(C)cc(C)n1	i	-0.35
102	N#Cc1ccccc1OCC(O)CS(=O)(=O)c1ccccc1 (stereo unspecified)	i	0.58
103	O=C(NCCN1CCC(Cc2ccccc2)CC1)C1CCCN(S(=O)(=O)c2cnc[nH]2)C1 (stereo unspecified)	i	-1.1
104	COc1ccccc1CNc1ncnc2nc[nH]c12	i	-0.6
105	Cc1cccc(C)c1OCCOC(=O)c1n[nH]c2ccccc12	i	-0.49
106	COc1ccc(C2C(C(C)=O)=C(O)C(=O)N2CCCn2ccnc2)cc1OC (stereo unspecified)	i	0.91
107	Cc1cc(NC(=O)Cn2c(=O)oc3ccc(Cl)cc32)no1	i	-0.63
108	COc1ccc(NC(=O)c2ccc(Cl)c(S(=O)(=O)NCC3CCCO3)c2)c(OC)c1 (stereo unspecified)	i	0.07
109	Cn1c(=O)c(=O)n(C)c2cc(S(=O)(=O)N3CCOc4ccccc43)ccc21	i	0.13
110	Cc1cc(NC(=O)/C(C#N)=C/c2ccc(-c3cccc(C(F)(F)F)c3)o2)n(-c2ccccc2)n1	i	-0.29
111	O=C(NCCNc1ccc([N+](=O)[O-])cc1)c1ccc(Cl)cc1	i	0.02
112	O=C(O)C1CCCCC1C(=O)Nc1cc(C(F)(F)F)ccc1Cl (stereo unspecified)	i	-0.02
113	OC(Cn1ccnc1)c1ccc(Cl)cc1Cl (stereo unspecified)	i	0.4
114	Cc1ccc(N(C(=O)CCC(=O)Nc2nccs2)C(C(=O)NC(C)(C)C)c2ccc(O)cc2)cc1 (stereo unspecified)	i	1
115	Cc1ccc(Cn2ccsc2=NC(=O)COC(=O)C(C)C)cc1	i	0.47
116	O=C(Cc1cccc2ccccc12)N/N=C/c1ccc(OC(=O)/C=C/c2ccco2)cc1	i	0.15
117	N=c1ccn(CC(=O)NC(N)=O)c2ccccc12	i	-0.05

Bioassay records as filed in PubChem.
